MEX-5 binding – C. elegans MEX-5 TCR-2 RNA binding activity; 300,000 tested, 0.38% active; Q9XUB2; AID 1832; MEX-5/FITC-TCR2 RNA binding, fluorescence polarization; active compounds read low; activity score (negative = inhibition of binding), % at 10 µM;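 active = inhibition past about -25% in most replicates, and total fluorescence under double the plate's negative control median, limit read from the data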;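 note: 0% = DMSO and -100% = 5 µM competing unlabeled TCR2 RNA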
VLA-4 inh – inhibition in a human VLA-4 binding assay; inhibition, % (about 7 µM as worked out from the volumes in the protocol); P13612; VLA-4 expressing cells, ligand binding flow cytometry; AID 2557; 330,000 tested, 0.2% active; in the data active = inhibition above about 50%
AGP1-GFP MLPCN – modulators of TOR pathway AGP1-GFP in S. cerevisiae; S. cerevisiae AGP1-GFP multiplex flow cytometry, 3 h; GFP as percent of DMSO wells; 320,000 tested, 0.02% active; GFP response vs DMSO, % at 10 µM;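 active = GFP response relative to DMSO above a set limit, near screen average plus 3 SD, cut at about 150% in these data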;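 note: median GFP channel fluorescence of the gated AGP1 strain per well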
GLD-1 TGE inh – GLD-1-TGE RNA interaction inhibition (C. elegans). Q17339. 320,000 tested, 0.44% active. inhibition, % at 5.96 µM. purified GLD-1 + fluorescein TGE RNA, fluorescence polarization;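 active = percent inhibition above a per-plate cutoff, the plate mean of test compounds plus 3 SD, cut at about 30% in these data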;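 note: 0% = DMSO wells with GLD-1 and probe and 100% = wells lacking GLD-1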
Target sequence (Q17339 whole entry, looked up): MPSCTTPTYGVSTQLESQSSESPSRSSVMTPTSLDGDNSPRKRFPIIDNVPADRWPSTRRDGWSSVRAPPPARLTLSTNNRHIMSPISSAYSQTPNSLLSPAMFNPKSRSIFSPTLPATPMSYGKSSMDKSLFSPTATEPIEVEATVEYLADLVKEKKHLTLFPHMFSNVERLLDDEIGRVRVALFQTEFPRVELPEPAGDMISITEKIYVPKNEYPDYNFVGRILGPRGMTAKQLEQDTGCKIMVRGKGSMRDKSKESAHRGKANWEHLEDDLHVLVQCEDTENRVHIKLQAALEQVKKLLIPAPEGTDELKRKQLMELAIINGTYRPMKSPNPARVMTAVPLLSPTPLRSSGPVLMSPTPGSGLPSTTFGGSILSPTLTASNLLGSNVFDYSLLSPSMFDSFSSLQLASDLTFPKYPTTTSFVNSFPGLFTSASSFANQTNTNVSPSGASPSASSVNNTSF
MCL1 BIM primary – MCL1-BIM-BH3 interaction inhibition (human); Q07820; AID 2057; inhibition, % at 10.9 µM; GST-MCL1 / FITC-Bim-BH3 fluorescence polarization; 320,000 tested, 0.68% active;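 active = inhibition above the mean inhibition of all tested compounds plus 3 SD, set per campaign, cut at about 40% in these data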;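 note: 0% = DMSO wells and 100% = unlabeled Bim-BH3 peptide control; higher means more loss of mP so more displacement of Bim peptide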
BCLXL inh – blocks human Bcl-xL binding to Bim BH3 peptide | GST-Bcl-xL / FITC-Bim BH3 peptide fluorescence polarization | inhibition, % at 10.9 µM | 320,000 tested, 0.7% active;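 active = inhibition above the mean of all tested compounds plus 3 SD, cutoff set per campaign, cut at about 30% in these data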;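 note: 0% = DMSO wells and 100% = unlabeled Bim-BH3 peptide competitor; inhibitors lower millipolarization by displacing the labeled peptide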
Target sequence (Q07817 whole entry, looked up): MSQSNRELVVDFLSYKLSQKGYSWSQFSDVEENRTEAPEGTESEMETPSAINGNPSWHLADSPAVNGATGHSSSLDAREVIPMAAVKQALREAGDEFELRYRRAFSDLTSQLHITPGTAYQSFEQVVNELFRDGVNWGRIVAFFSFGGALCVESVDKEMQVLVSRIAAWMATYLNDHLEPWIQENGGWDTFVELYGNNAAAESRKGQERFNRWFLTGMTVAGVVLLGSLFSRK
GRK2 aptamer HTS – human GRK2 inhibition via aptamer displacement | bead flow cytometry, FAM-aptamer displacement from GRK2 | inhibition of aptamer binding, % at 10 µM | 330,000 tested, 0.59% active | AID 488847;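 active = inhibition of aptamer binding above 40%, roughly 3 SD of noise, on plates passing a quality check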;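 note: median bead fluorescence of bound FAM aptamer so fluorescent compounds give negative values; no value below 0 was filed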
CIT2-GFP yeast – modulators of TOR pathway CIT2-GFP in S. cerevisiae | S. cerevisiae CIT2-GFP strain, flow cytometry, 3 h; 100 means same as DMSO wells | AID 2029 | GFP response vs DMSO, % at 10 µM | 320,000 tested, 0.065% active;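 active = GFP response relative to DMSO above a set limit, near the screen mean plus 3 SD, cut at about 150% in these data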;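 note: ratio of well median GFP fluorescence to mean of DMSO wells on the plate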
Fam108B counter – blocks mouse Fam108B hydrolase in RBBP9 counter-screen. recombinant Fam108B, FP-Rh probe fluorescence polarization. AID 1947. 300,000 tested, 0.33% active. inhibition, % at 9.51 µM;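 active = inhibition above the screen mean inhibition plus 3 SD, computed separately per campaign, cut at about 18% in these data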;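 note: inhibitors lower polarization as less probe binds the enzyme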
Starred values were filed as active, the others as inactive; / = not tested or not shown.

nr	mol	Fam108B counter	VLA-4 inh	BCLXL inh	MCL1 BIM primary	GLD-1 TGE inh
1	CCc1ccc(Cn2nnc(C(=O)Nc3ccc(OC)cc3OC)c2N)cc1	0	-18	5	0	-5
2	Cc1csc(=O)n1CCC(=O)OCC(=O)NNC(=O)c1ccc(Br)cc1	/	2	-3	2	0
3	CC(=O)c1nnn(-c2ccc(F)cc2F)c1C	2	5	3	-3	2
4	Cc1nn(CC(=O)N2CCOCC2)c(C)c1[N+](=O)[O-]	-1	6	0	4	-7
5	CC(=O)c1ccc(Sc2ccc(C(C)=O)cc2)cc1	5	6	4	5	8
6	Cc1cccc(NC(=O)c2nc[nH]c2C(=O)N2CCN(C(=O)OC(C)(C)C)CC2)c1	/	15	2	4	7
7	O=c1c2sccc2nc(SCc2cc(=O)n3cc(Cl)ccc3n2)n1Cc1ccccn1	-2	2	3	-7	-3
8	Cc1cc(OCC(=O)OCC(=O)NCCN2C(=O)CSC2=O)ccc1Cl	/	17	-3	-9	7
9	CCc1[nH]nc2c1C(Cc1ccccc1)C(C#N)=C(N)O2 (centres undefined)	-1	2	5	3	4
10	CC(=O)N1CCN(Cc2ccc(Br)s2)CC1	1	-2	6	7	1
11	O=C(Nc1ccc(-c2nc3cccnc3s2)cc1)c1ccc(Cl)nc1	-8	-2	0	-1	-3
12	CC1(C)CC2CC(C)(CN2C(=O)COC(=O)c2cccc([N+](=O)[O-])c2)C1 (centres undefined)	/	0	/	/	4

nr	GRK2 aptamer HTS	AGP1-GFP MLPCN	MEX-5 binding	CIT2-GFP yeast
1	3	99	-2.9	103
2	4	109	/	99
3	0	103	-2.9	98
4	0	/	-0.4	102
5	0	92	1.9	90
6	0	99	/	95
7	4	99	-2.1	105
8	5	106	/	103
9	1	116	-1.1	103
10	4	107	-0.3	108
11	0	100	-9.0	99
12	1	97	/	93

Next section.
nr	mol	Fam108B counter	VLA-4 inh	BCLXL inh	MCL1 BIM primary	GLD-1 TGE inh
13	Cc1nn(C(=O)c2ccco2)c(C)c1Sc1ccc(Cl)cc1	6	5	7	9	-3
14	COc1ccc(C2C3=C(N=C4SCC(=O)N42)c2ccccc2CC3)cc1 (centres undefined)	4	3	4	10	6
15	CCOC(=O)N1CCN(C(=S)NC)CC1	0	6	2	5	5
16	CC(C)c1nnc(NC(=O)c2cccc(NC(=O)C(F)(F)F)c2)s1	3	25	2	7	9
17	Cc1onc(-c2ccccc2Cl)c1C(=O)Nc1cccc(S(=O)(=O)NC2=NCCC2)c1	-2	28	4	2	3
18	COc1ccccc1C(=O)NCCC(=O)N1CCCCC1	-2	4	0	0	6
19	CCn1ncc([N+](=O)[O-])c1C(=O)n1nc(C)cc1C	-3	9	4	3	11
20	COc1ccccc1/C=C/C(=O)Nc1ccc(N2CCOCC2)cc1	1	16	-3	4	2
21	COc1ccc2[nH]c(=O)c(CN(Cc3cccs3)Cc3nnnn3Cc3ccccc3)cc2c1	2	-23	12	8	1
22	O=C(NNC(=O)C1CCN(Cc2ccc(Cl)c(Cl)c2)CC1)c1cccs1	-3	-5	6	3	3
23	COc1ccc(C2NC(=O)c3sc(=S)n(-c4ccccc4)c3N2)cc1 (centres undefined)	4	3	7	8	2
24	O=C1CC(N2CCN(c3ccc(C(=O)c4ccc(F)cc4)cc3)CC2)C(=O)N1 (centres undefined)	3	-23	2	2	1

nr	GRK2 aptamer HTS	AGP1-GFP MLPCN	MEX-5 binding	CIT2-GFP yeast
13	2	97	-2.8	102
14	0	105	-0.7	103
15	3	103	1.9	86
16	0	105	-1.8	101
17	3	91	0.3	79
18	2	103	-0.2	97
19	0	106	2.8	102
20	0	106	-1.2	114
21	3	116	-3.5	115
22	0	98	-1.1	96
23	1	/	-3.0	86
24	3	97	0.2	95

Other structures follow:
nr	mol	Fam108B counter	VLA-4 inh	BCLXL inh	MCL1 BIM primary	GLD-1 TGE inh
25	COCCCNC(=O)c1ccc(-c2nc3ccccc3nc2-c2ccccc2)cc1	5	-15	0	3	-3
26	CCC(C)Sc1nnc(CNS(=O)(=O)c2ccc(F)cc2)n1C (centres undefined)	-2	-1	-1	-6	-5
27	O=C(CCC(=O)c1ccccc1)Nc1ccccc1OC(F)F	4	15	1	0	4
28	CCOC(=O)c1c(C)nc2cc(C)ccn12	-3	6	-5	-5	0
29	O=C(NC1CCCC1)c1ccc2c(c1)S(=O)(=O)c1ccccc1C2=O	1	24	1	-5	12
30	O=C(Nc1nncs1)c1ccccc1Br	-4	2	4	2	5
31	CC(Cl)C(=O)NC(=O)NC12CC3CC(CC(C3)C1)C2 (centres undefined)	-1	31	-2	-7	0
32	Cc1ccc2nc3sc(C(=O)N4CCOCC4)c(N)c3cc2c1	-3	7	2	1	-6
33	COc1ccc(CN2C(=O)C(C)=C(C)C2OC)cc1 (centres undefined)	-2	10	3	2	9
34	COc1ccc(/C=C/c2nc(-c3ccccc3O)n[nH]2)cc1	-4	0	4	8	6
35	COc1cccc(-c2cccc(NC(=O)C3CCN(Cc4cnn(C)c4)CC3)c2)c1	-2	8	2	-4	2
36	Brc1ccc(-c2n(-c3ccccn3)c3ccccc3[n+]2-c2ccccn2)cc1	1	4	22	18	11

nr	GRK2 aptamer HTS	AGP1-GFP MLPCN	MEX-5 binding	CIT2-GFP yeast
25	0	100	-0.2	92
26	0	101	-2.6	108
27	1	104	2.1	100
28	0	94	0.4	93
29	1	87	-1.2	89
30	0	96	0.7	107
31	0	97	1.1	97
32	2	102	-44*	95
33	0	97	-0.4	93
34	0	94	/	79
35	0	106	1.3	105
36	0	101	-2.5	98

Going on with the list.
nr	mol	Fam108B counter	VLA-4 inh	BCLXL inh	MCL1 BIM primary	GLD-1 TGE inh
37	O=C(CC(=O)NC1CCCCC1)N/N=C/c1ccccc1F	1	6	4	2	-2
38	O=C(CCS(=O)(=O)c1ccccc1Cl)Nc1ccc(S(=O)(=O)Nc2ncccn2)cc1	2	24	-4	5	-4
39	COCCNS(=O)(=O)c1ccc(OCC(=O)N2CCc3ccccc3C2)c(Cl)c1	0	6	1	-1	0
40	N#Cc1ccc(C2=CC(=O)C[C@H](c3ccc(Cl)cc3)C2)cc1	/	1	-6	-4	2
41	O=C(c1ccc(S(=O)(=O)Nc2ccccc2F)cc1)N1CCC1	0	-1	-1	-4	9
42	COCCN(C(=O)COC(=O)CCC(=O)c1cccs1)c1c(N)n(Cc2ccccc2)c(=O)[nH]c1=O	-2	0	-9	-26	1
43	CCN1CCN(c2nc3c(c(=O)n(C)c(=O)n3C)n2Cc2cccc3ccccc23)CC1	-1	7	4	6	2
44	CCN1C(=O)c2cccc3c(S(=O)(=O)NCCCN4CCOCC4)ccc1c23	-3	-1	6	11	9
45	CCOc1ccccc1-n1nnnc1SCC(=O)NC(=O)NCc1ccco1	-1	23	-2	4	-4
46	NCCc1nnc(SCc2ccccc2Cl)o1	1	14	3	1	-4
47	CCC(=O)N(Cc1cc2cc(C)c(C)cc2[nH]c1=O)C1CCCCC1	2	-6	6	12	-8
48	COc1ccccc1NC(=O)Nc1nc(C(C)(C)C)cs1	-2	0	9	2	0

nr	GRK2 aptamer HTS	AGP1-GFP MLPCN	MEX-5 binding	CIT2-GFP yeast
37	11	92	-1.9	100
38	0	102	0.1	100
39	0	100	1.6	100
40	1	84	/	79
41	1	103	2.2	97
42	2	110	-0.9	99
43	0	103	0.8	97
44	0	100	-1.1	/
45	1	102	1.9	88
46	2	101	0.2	96
47	0	91	1.7	112
48	0	98	0.8	83

Other results.
nr	mol	Fam108B counter	VLA-4 inh	BCLXL inh	MCL1 BIM primary	GLD-1 TGE inh
49	COc1ccc2oc(=O)c(C(=O)NCc3ccco3)cc2c1	-1	7	1	5	-1
50	COc1cc(OC)c(C(=O)O/N=C(\N)c2ccc(C)cc2)cc1OC	-3	-2	3	1	2
51	N#Cc1c(-c2ccccc2)nc(-c2ccccc2)[nH]c1=O	13	0	4	-1	-3
52	CC1(C)CC(N2CCOCC2)=CC(=[N+]2CCOCC2)C1	-2	24	-4	-16	7
53	CC(C)=CCN1CCN(Cc2cc(C(C)C)n[nH]2)CC1CCO (centres undefined)	-2	15	0	-2	-1
54	Cc1ccc(CSCC(=O)N(C)CC(=O)Nc2ccc(Br)cc2C)cc1	-2	-1	-15	-14	-1
55	COc1ccc2[nH]c(=O)c(C(c3nnnn3CC3CCCO3)N3CCCCC3)cc2c1 (centres undefined)	3	-17	-4	-11	-7
56	COc1cccc(C2N(c3cccc(Cl)c3)C(=O)C3CCCN32)c1OC (centres undefined)	4	24	2	7	3
57	Cc1ccc(S(=O)(=O)Nc2ccc(S(=O)(=O)N3CCOCC3)cc2)cc1[N+](=O)[O-]	-4	13	6	-3	1
58	Cc1csc(SCC(=O)Nc2nccs2)n1	0	9	5	-4	8
59	CC(NC(=O)c1ccccc1Br)c1nnc(SCC(=O)NC2=NCCS2)n1C (centres undefined)	3	11	-1	-6	-6
60	CCOC(=O)c1sc(C)nc1C1CCN(C(=O)OCC)CC1	3	-2	3	-1	5
61	CC(C)(C)OC(=O)N1CCC[C@H]1c1nnc(SCC(=O)Nc2cccc(Cl)c2)o1	2	-2	-6	-14	2
62	O=C(OCc1nnc(-c2ccccc2)o1)c1ccc2c(c1)C(=O)N(CCc1ccccc1)C2=O	-1	0	-4	-16	-2
63	Cc1cc2nc(CCN(Cc3cccnc3)C(=S)Nc3ccc(F)cc3)[nH]c2cc1C	0	-4	-11	-6	4

nr	GRK2 aptamer HTS	AGP1-GFP MLPCN	MEX-5 binding	CIT2-GFP yeast
49	1	96	-0.4	94
50	/	77	4.2	102
51	0	91	-1.0	96
52	0	66	1.5	111
53	2	101	-0.6	107
54	0	107	0.9	100
55	1	103	-0.2	93
56	2	101	0.8	94
57	4	100	-0.6	99
58	2	104	-3.2	101
59	1	102	0.8	103
60	0	96	-2.6	98
61	/	112	2.3	106
62	0	106	0.7	108
63	0	103	-0.5	102

High-throughput results from PubChem.
